GLP1R inv ag – inverse agonists of human GLP-1 receptor; P43220; Potency, µM (highest dose often 38.3 µM), without a hit: at the top dose activity change, negative = inhibition, actives largely listed as inhibitors; 410,000 compounds, 1.6% hits; HEK293 GLP-1R CRE-luciferase, luminescence, 24 h; GLP-1R form is constitutively active; also: potency is read from the fitted curve at half-maximal effect; % is scaled to controls: 0 for no effect and ±100 for the full control effect; nearly all actives have a fitted effect of over 55% in size
Target sequence (P43220 whole entry, looked up): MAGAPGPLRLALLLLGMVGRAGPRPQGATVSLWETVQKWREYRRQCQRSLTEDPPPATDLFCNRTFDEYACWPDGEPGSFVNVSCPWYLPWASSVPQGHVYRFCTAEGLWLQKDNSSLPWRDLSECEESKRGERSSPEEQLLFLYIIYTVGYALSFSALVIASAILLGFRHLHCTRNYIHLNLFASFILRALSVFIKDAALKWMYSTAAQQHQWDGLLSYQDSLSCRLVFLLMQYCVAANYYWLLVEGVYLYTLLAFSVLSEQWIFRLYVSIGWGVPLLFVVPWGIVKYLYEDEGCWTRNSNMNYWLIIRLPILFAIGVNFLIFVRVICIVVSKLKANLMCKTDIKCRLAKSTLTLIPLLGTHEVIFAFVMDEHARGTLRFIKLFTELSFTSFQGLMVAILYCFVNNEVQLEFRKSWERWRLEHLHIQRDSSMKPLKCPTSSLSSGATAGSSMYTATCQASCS
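Constitutively active GLP-1R drives a cAMP-responsive luciferase in stably transfected HEK293 cells; test compounds are added after overnight (12 h) attachment and left 24 hr, and signal loss in luminescence marks inhibition.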
GLP1R ag – activates the human GLP-1 receptor; P43220; HEK293 GLP-1R CRE-luciferase, luminescence, 4-6 h; cells express a hypersensitive GLP-1R form; Potency, µM (titrated, usually from 45.6 µM), for the others: at the highest dose activation, hits mostly activators; 380,000 compounds, 0.007% hits; also: potency is read from the fitted curve at half-maximal effect; % of control where 0% means no effect
EPAC1 antag – EPAC1 (human) antagonism; O95398; EPAC1 GEF assay, Rap1b-BODIPY-GDP exchange fluorescence; Potency, µM (top dose mostly 115 µM), for the others: at the highest dose activity change, negative = inhibition, most hits filed as inhibitors; 360,000 compounds, 0.14% hits;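 also: potency is read from the fitted curve at half-maximal effect; plate controls were vehicle for no effect and positive control for full effect; nearly all actives have a fitted effect of over 50% in size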
HEK293 tox – cytotoxicity counter-screen for GLP-1 receptor inverse agonists; HEK293 cAMP-luciferase reporter cells, luminescence, 24 h; Potency, µM (highest dose often 38.3 µM), inactives show at the top dose activity change, negative = inhibition, most hits filed as inhibitors; 410,000 compounds, 0.13% hits; AID 624418;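 also: loss of luciferase light is scored as toxicity; potency is read from the fitted curve at half-maximal effect; % is scaled to controls: 0 for no effect and ±100 for the full control effect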
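Step one: seed cells (200 cells/uL, DMEM with 10% Nu serum, 1% pen-strep). Step two: 12-hour incubation at 37 deg C. Step three: pin 23 nL compound, incubate 24 hr. Step four: add luciferase reagent, read luminescence 12 min later.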
PLK1 PBD block – blocks phosphopeptide binding to human PLK1 polo-box domain; Plk1 PBD binding of FITC phosphopeptide, fluorescence polarization; Potency, µM, without a hit: max response, negative = inhibition, actives largely listed as inhibitors; AID 720504; P53350; 360,000 compounds, 2.8% hits; also: potency is read from the fitted curve at half-maximal effect; series mostly up to about 57 µM; % is scaled to controls: 0 for no effect and ±100 for the full control effect; nearly all actives have a fitted effect of over 65% in size
PI5P4K alpha inh – blocks human PI5P4K alpha kinase activity; P48426; AID 652105; max response, %; 330,000 compounds, 1.2% hits; PI5P4Kalpha enzyme, ADP-Glo luminescence, 60 min; stronger effect = lower value; active = max response of -50% or lower; inconclusive = between -30% and -50%; inactive = -30% or higher; also: value at the top dose of about 77 µM; % is scaled to controls: 0 for no effect and ±100 for the full control effect
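Luminescence from ADP-Glo served as readout of PI5P4Kalpha activity in a qHTS format. Reaction: enzyme, substrate, compound, ATP at 5 microM final, 60 min at RT.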
EPAC1 ag – activates human EPAC1 exchange factor; EPAC1 agonist qHTS, biochemical assay; response scale: 100% = response to 6.5 mM cAMP; O95398; 360,000 compounds, 0.073% hits; AID 720707; Potency, µM (titrated, usually from 154 µM), without a hit: at the top dose activation, most hits filed as activators; also: potency is read from the fitted curve at half-maximal effect; nearly all actives have a fitted effect of over 60% in size
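Nucleotide exchange assay: 100 nM EPAC1 with 250 nM Rap1B loaded with BODIPY-GDP and 50 uM GDP, room temperature. Fluorescence (480/540 nm) read every 5 min for 30 min; signal change normalized to 6.5 mM cAMP as full agonist.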
IL-2 act – activators of IL-2; activation, % (series mostly up to about 46 µM); IL-2 activation reporter assay, cell-based qHTS; stimulated with anti-CD3/CD4/CD28 beads; in transgenic mouse T cells; 360,000 compounds, 0.065% hits; AID 652025; in the data active = activation above about 50%; inconclusive = mostly about 30% to 49%; also: 0% is about no effect
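Unstimulated transgenic mouse T cells preincubated 60 min with compound, then stimulated with anti-CD3/anti-CD4-coated beads plus anti-CD28 for 18 h at 37 degrees C. IL-2 response read as EGFP and DsRed fluorescence by plate cytometry.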
PTHR1 ag – agonists of human PTHR1 parathyroid hormone receptor; Potency, µM (titrated, usually from 115 µM), without a hit: top-dose activation, hits mostly activators; Q03431; 410,000 compounds, 0.075% hits; AID 743266; HEK293 GP2 PTHR1 cells, GloSensor cAMP luminescence, 1 h; also: potency is read from the fitted curve at half-maximal effect; nearly all actives have a fitted effect of over 55% in size; some results filed as inactive show a strong effect at the top dose; inactives centre near -15; many of its hits are not listed in these tables
Target sequence (Q03431 whole entry, looked up): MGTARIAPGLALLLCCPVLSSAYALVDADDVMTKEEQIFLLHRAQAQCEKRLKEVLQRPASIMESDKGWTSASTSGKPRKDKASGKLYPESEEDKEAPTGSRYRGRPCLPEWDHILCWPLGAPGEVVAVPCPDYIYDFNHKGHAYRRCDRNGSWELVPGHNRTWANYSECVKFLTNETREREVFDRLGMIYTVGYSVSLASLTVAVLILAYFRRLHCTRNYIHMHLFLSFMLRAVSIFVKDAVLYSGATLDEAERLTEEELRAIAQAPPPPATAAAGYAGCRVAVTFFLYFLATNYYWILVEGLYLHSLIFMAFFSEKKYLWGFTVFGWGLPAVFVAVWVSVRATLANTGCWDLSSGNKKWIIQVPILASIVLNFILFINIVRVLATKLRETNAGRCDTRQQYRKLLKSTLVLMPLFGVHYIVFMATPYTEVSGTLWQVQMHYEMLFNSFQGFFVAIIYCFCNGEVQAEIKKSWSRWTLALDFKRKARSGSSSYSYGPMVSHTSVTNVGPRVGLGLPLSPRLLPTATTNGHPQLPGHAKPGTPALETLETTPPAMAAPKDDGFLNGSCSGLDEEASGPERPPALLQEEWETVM
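HEK-293-derived GP2 cells expressing PTHR1 and a GloSensor cAMP reporter, 3,000/well, plated overnight, given luciferin plus IBMX (each 0.5 mM as added) for 1 h at 37 °C, then compound for 1 h at 37 °C. Luminescence was read after 15 min at room temperature.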
The depositor's hits bear a star; i = inactive; ? = inconclusive; / = not tested or not shown; & = joins results of further samples; ! = not confirmed by another sample; [ ] = another dose, or the depositor's remark. Unless noted, calls follow the shape of the dose curve; as a rule, active = well fitted curve in the direction sought with a large enough effect; inconclusive = small, poorly fitted or top-dose-only effect, or another doubt; inactive = no such curve, though single readings can be large; an effect the other way counts as inactive or inconclusive. Not all compounds are listed (hit frequency here may not be typical).

SMILES	GLP1R inv ag	GLP1R ag	EPAC1 antag	HEK293 tox	PLK1 PBD block	PI5P4K alpha inh	EPAC1 ag	IL-2 act	PTHR1 ag
FC(F)(F)c1cccc(CN2CCC(c3cc(-c4cccs4)n[nH]3)CC2)c1	6.31µM*	13.7%	-16.5%	?	2.6%	12.0	-0.9%	-4.4	-9.9%
Cc1ccccc1N1CCN(C(=O)C2CCC(=O)N(C3CCCC3)C2)CC1 (stereo not drawn)	9.0%	4.9%	5.0%	-10.8%	-18.7%	1.7	13.9%	-3.2	-13.9%
CCOC(=O)c1cnc2ccc(OCC)cc2c1N(C)Cc1ccccc1	?	?	-28.7%	-10.6%	-7.6%	10.2	5.8%	-5.4	-11.0%
COCCCNC(=O)c1ccc(Cn2c(=O)c3ccccc3n(Cc3cc(C)ccc3C)c2=O)cc1	-1.2%	14.2%	-4.6%	-16.9%	-25.9%	1.1	10.7%	0.9	i
Cc1cc(/C=N/NC(=O)c2ccc(O)cc2)c(C)n1CC(C)C	-7.9%	0.9%	-16.5%	-12.2%	-17.9%	-14.2	-10.4%	-0.6	30.2%
CC(=O)n1c2c(c3ccccc31)OC(N)=C(C#N)C2c1cccc(Cl)c1Cl (stereo not drawn)	?	6.7%	-6.2%	-17.0%	?	2.2	0.9%	-0.5	-2.5%
O=C(Nc1ccc(N2CCOCC2)c(Cl)c1)c1ncn[nH]1	13.9%	-1.2%	-7.3%	11.2%	-2.6%	-8.0	6.6%	-0.4	i
COc1ccc(CCNC(=O)COc2ccc(N(C)S(=O)(=O)c3ccc(C)cc3)cc2)cc1OC	-0.8%	27.4%	-5.7%	-6.2%	-7.4%	0.7	5.5%	-0.1	-7.9%
CCOC(=O)C1CCC(CNCc2ccc(Cl)cc2)CC1 (stereo not drawn)	-3.2%	13.4%	3.8%	-7.9%	-14.2%	-0.9	9.2%	-0.4	i
CCc1cc(=O)oc2cc(C)cc(OC(C)C(=O)NC(Cc3c[nH]c4ccc(O)cc34)C(=O)O)c12 (stereo not drawn)	-11.6%	-5.0%	-3.5%	4.4%	-0.1%	-0.4	-25.7%	-0.6	i
COC(=O)c1cccc(NC(=O)/C(=C\c2ccccc2)NC(=O)c2ccccc2Cl)c1	-0.2%	-3.5%	7.5%	-1.6%	1.6%	/	-19.8%	0.4	-4.3%[57.5 µM]
CCc1ccc2c(c1)c(N=NC1=NC(=O)CS1)c(O)n2CC	11.8%	5.9%	8.8%	?	-10.0%	-2.6	2.5%	3.0	11.2%[57.5 µM]
O=C(COC(=O)c1ccc(Cl)nc1)NC1CCCc2ccccc21 (stereo not drawn)	0.7%	0.9%	-6.9%	1.6%	0.9%	-2.8	-0.3%	0.4	-11.7%
O=C(NC1CCCC1)C(c1ccsc1)N(Cc1ccco1)C(=O)Cc1cccs1 (stereo not drawn)	?	-1.1%	4.2%	-4.6%	-12.2%	1.6	20.9%	-0.4	i
COc1cc2c(C)nc3onc(-c4ccccc4)c3c2cc1OC	24.1%	7.4%	1.9%	-5.5%	3.4%	-4.9	-6.0%	4.1	-7.8%[57.5 µM]
CCN(CC)c1ccc(NC(=O)Nc2cccc(C(C)=O)c2)cc1	?	7.1%	-7.1%	-17.8%	-10.1%	/	4.3%	-4.2	7.9%
O=C(C[n+]1ccccc1)N/N=C/c1c(F)cccc1Cl	-16.0%	-3.3%	-12.3%	0.0%	-4.8%	-4.0	14.2%	0.3	i
NNC(=O)CCn1c2ccccc2c2ccccc21	-32.8%	0.2%	-2.7%	-16.3%	-9.6%	19.6	5.7%	-0.2	1.0%
CC1CCCCN1S(=O)(=O)c1ccc(S(=O)(=O)N2CCN(C)CC2)cc1 (stereo not drawn)	-15.6%	0.7%	7.0%	-3.6%	0.8%	-10.0	-1.1%	0.4	-6.1%
CCOc1ccc(N(CC(=O)NC2CCCCC2)S(=O)(=O)c2c(C)noc2C)cc1	-19.0%	2.4%	-4.8%	-22.0%	29.9µM*	-1.1	7.9%	4.1	i
CC(=O)n1cc(C(C[N+](=O)[O-])SCCN)c2ccccc21 (stereo not drawn)	-8.6%	-17.5%	2.8%	?	5.32µM*	/	10.7%	-1.3	-35.7%[inhibitor]
CCC(SC1=N/C(=C/c2ccccc2)C(=O)N1c1ccccc1)C(=O)Nc1cc(C)on1 (stereo not drawn)	?	10.4%	?	11.8%	-13.2%	-2.2	16.7%	-0.3	-1.0%
Cc1nn(C)c(NC(=O)c2ccccc2Cl)c1Cl	11.7%	-2.3%	11.4%	5.6%	3.2%	-2.4	-1.7%	-0.4	i
Cc1nccn1CCCNC(=O)C1CCC(=O)N(Cc2ccccc2F)C1 (stereo not drawn)	-16.7%	4.4%	-0.4%	-3.8%	-12.7%	-11.7	9.0%	-0.7	-45.6%[inhibitor]
O=C(OCc1ccccc1)c1cccc(-c2nnn(Cc3ccccc3)n2)c1	?	3.7%	2.9%	-4.1%	-0.7%	7.8	2.3%	-2.7	-0.8%

Part of the list above, with values under each structure.
Second line of a record – GLP1R inv ag | GLP1R ag | EPAC1 antag | HEK293 tox | PLK1 PBD block | PI5P4K alpha inh | EPAC1 ag | IL-2 act | PTHR1 ag
FC(F)(F)c1cccc(CN2CCC(c3cc(-c4cccs4)n[nH]3)CC2)c1
 : 6.31µM* | 13.7% | -16.5% | ? | 2.6% | 12.0 | -0.9% | -4.4 | -9.9%
Cc1ccccc1N1CCN(C(=O)C2CCC(=O)N(C3CCCC3)C2)CC1 (stereo not drawn)
 : 9.0% | 4.9% | 5.0% | -10.8% | -18.7% | 1.7 | 13.9% | -3.2 | -13.9%

3 entries out of the list above, arranged by the value under EPAC1 antag, smallest number first.
canonical_smiles,EPAC1 antag
O=C(C[n+]1ccccc1)N/N=C/c1c(F)cccc1Cl,-12.3%
O=C(COC(=O)c1ccc(Cl)nc1)NC1CCCc2ccccc21 (stereo not drawn),-6.9%
CCOc1ccc(N(CC(=O)NC2CCCCC2)S(=O)(=O)c2c(C)noc2C)cc1,-4.8%

(more compounds)
SMILES	GLP1R inv ag	GLP1R ag	EPAC1 antag	HEK293 tox	PLK1 PBD block	PI5P4K alpha inh	EPAC1 ag	IL-2 act	PTHR1 ag
c1ccc(C[C@H]2CN=C(Nc3ccccc3)N2CCCC2CCCCC2)cc1	-20.4%	12.5%	6.9%	?	7.5%	8.4	5.3%	-2.0	-10.8%
COc1ccccc1-n1c(=O)c2c3c(sc2n2c(SC(C)C)nnc12)CCC3	14.5%	-12.4%	-10.6%	-8.7%	-5.6%	3.1	11.8%	-0.3	-8.6%[57.5 µM]
Cc1ccc(SCCNC(=O)C(CO)(CO)CO)cc1	?	3.8%	4.5%	4.0%	-7.2%	/	13.3%	-1.0	i
O=C(Nc1ccccc1C(F)(F)F)NC1(C(=O)N2CCOCC2)CCCCC1	-24.2%	-0.9%	?	31.1%[activator]	6.7µM*	-88.1*	-9.4%	-2.4	i
CCOC(=O)C1CCN(C(=O)COC(=O)CN(C)S(=O)(=O)c2ccc(NC(C)=O)cc2)CC1	11.8%	-9.7%	-9.3%	-10.2%	-1.9%	1.9	-1.4%	-0.6	-15.2%
Cc1ccc(S(=O)(=O)N[C@@H](Cc2ccccc2)C(=O)N2CCC(C(=O)N[C@@H](CC(C)C)C(=O)O)CC2)cc1	-1.2%	3.0%	-1.4%	7.2%	-1.6%	15.6	2.0%	-3.4	-28.8%
O=C(Oc1cccc2ccccc12)c1cc(Cl)nc2ccccc12	10.7%	2.1%	-12.2%	289.5%[activator]	-9.9%	6.4	-3.1%	2.5	i
Brc1cccc(-c2nnc(-c3ccccc3)o2)c1	9.5%	2.2%	0.0%	57.8%[activator]	-5.9%	5.1	7.8%	-0.5	-38.0%[inhibitor]
Cc1ccccc1CN(C)c1ccc(S(=O)(=O)N2CCN(C)CC2)cn1	?	-5.0%	-3.1%	-10.3%	1.4%	-4.9	-0.7%	0.5	-7.3%
CCCc1cc(=O)n2[nH]c(C)c(-c3ccc(Cl)cc3)c2n1	?	-2.8%	-1.2%	-4.6%	-11.7%	-0.1	-1.8%	-0.1	-52.4%[inhibitor]
CC(CCc1ccco1)NC(=O)Cn1ncc2c1-c1ccccc1OC2 (stereo not drawn)	7.1%	-0.8%	-5.6%	-5.1%	-10.4%	-20.8	1.4%	-0.5	-6.3%
COc1ccccc1Nc1nc(C)cs1	?	-3.7%&22.1%	-6.1%&-12.7%	-5.3%&21.1%	16.8µM*!	-16.1&-3.7	-1.8%&11.4%	-2.3&-1.8	-11.5%&-13.8%
CC(C)OC(=O)c1cc(C(=O)c2cc(Br)ccc2O)coc1=N	-35.4%	-8.8%	?	-9.6%	-3.5%	-25.5	1.3%	-0.1	-4.5%
COC(=O)CSc1nc(N)nc(C)c1Br	4.3%	25.7%	3.7%	11.4%	-15.5%	-0.1	-1.7%	-0.8	?
COc1ccc(C(C)=O)cc1COC(=O)CNC(=O)c1cc(C)cc(C)c1	-7.6%	3.6%	4.1%	1.3%	-4.6%	-0.2	-8.2%	0.9	i
COc1ccccc1OCC(=O)Nc1nnc(C2CCCC2)s1	-7.3%	6.4%	5.9%	-1.0%	-7.9%	-0.5	6.0%	-1.9	-6.0%
O=C(Nc1cccnc1)C1(c2ccccc2)CCCC1	?	-1.4%	-5.3%	8.4%	-1.3%	0.7	7.4%	-0.4	-6.2%
Cc1ccnc(Nc2nc(-c3sc(C)nc3C)cs2)c1	0.4%	4.3%	-11.6%	-26.4%	-8.7%	-7.3	24.2%	-0.7	-34.3%
CCn1c(SCC(=O)Nc2cc3oc4ccccc4c3cc2OC)nnc1-c1cccs1	17.1%	7.3%	6.4%	5.1%	1.2%	/	4.3%	-0.1	-7.4%
COc1ccc(C(=O)NCCN2CCOCC2)cc1OC	-0.4%	-7.9%	4.0%	-9.5%	0.5%	-3.3	-2.8%	1.0	-0.2%[57.5 µM]
COc1ccc(OCCCC(=O)Nc2cc([N+](=O)[O-])ccc2C)cc1	-19.5%	1.6%	-6.0%	0.0%	-15.7%	0.4	3.8%	-2.3	22.8%
